# Screens (PubChem)
# CHX counter: Cycloheximide Counterscreen for Small Molecule Inhibitors of Shiga Toxin | cell reporter, cycloheximide protein synthesis inhibition counterscreen | max response, % | actives 12% (n = 300,000); in the data active means max response mostly above about 13%, no sharp cut-off; inactive means mostly below about 14%; further: read at 38.3 µM for the half of the compounds with a filed dose; 0% is about no effect
# HCV inh: qHTS Assay for Inhibitors of Hepatitis C Virus (HCV) | Huh7.5.1 HCVcc-Cre infection, luciferase reporter, 44 h | Potency, µM (doses to about 41.8 µM), for the others: at the highest dose activity change, negative = inhibition, usual class: inhibitors | actives 3.4% (n = 340,000) | AID 651820, 2012; further: potency means the concentration at half of the fitted maximal effect; on the % scale 0 is the no-effect control and ±100 the full control effect
#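 Whole-lifecycle infectious HCVcc-Cre system; cells 1,000/well, compound then virus (~0.5 moi) added 4 h after plating, 44 h culture. Luciferase read 15 sec following 15 min substrate incubation, room temp.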
# Pf growth 96h: Primary qHTS for delayed death inhibitors of the malarial parasite plastid, 96 hour incubation | AID 504834, 2011 | Potency, µM (series often up to 28.7 µM), without a hit: at the top dose activity change, negative = inhibition, hits mostly inhibitors | actives 6.9% (n = 320,000) | P. falciparum luciferase reporter growth, 96 h; further: potency means the concentration at half of the fitted maximal effect; on the % scale 0 is the no-effect control and ±100 the full control effect
#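 Compounds incubated with erythrocytes infected by luciferase-expressing P. falciparum (2% hematocrit, 0.05% parasitemia final) for 96 hours, 37 C in 5% CO2. Growth inhibition scored as decreased luciferase luminescence.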
# Shiga inhibitor: A qHTS for Small Molecule Inhibitors of Shiga Toxin; inhibition, % at 38.7 µM; actives 9.2% (n = 290,000); AID 2315, 2010; Vero cells, Shiga toxin protein synthesis inhibition reporter; in the data active means inhibition mostly above about 28%, no sharp cut-off; inactive means mostly below about 43%; further: 0% is about no effect
# LmPK inh: qHTS Assay for Inhibitors of Leishmania Mexicana Pyruvate Kinase (LmPK); purified LmPK, Kinase-Glo ATP luminescence, 1 h; Potency, µM (series often up to 57.5 µM), without a hit: top-dose activity change, negative = inhibition, actives largely listed as inhibitors; actives 0.37% (n = 290,000); AID 1721, 2009; further: potency means the concentration at half of the fitted maximal effect; on the % scale 0 is the no-effect control and ±100 the full control effect
# Target sequence (Q27686 whole entry, looked up): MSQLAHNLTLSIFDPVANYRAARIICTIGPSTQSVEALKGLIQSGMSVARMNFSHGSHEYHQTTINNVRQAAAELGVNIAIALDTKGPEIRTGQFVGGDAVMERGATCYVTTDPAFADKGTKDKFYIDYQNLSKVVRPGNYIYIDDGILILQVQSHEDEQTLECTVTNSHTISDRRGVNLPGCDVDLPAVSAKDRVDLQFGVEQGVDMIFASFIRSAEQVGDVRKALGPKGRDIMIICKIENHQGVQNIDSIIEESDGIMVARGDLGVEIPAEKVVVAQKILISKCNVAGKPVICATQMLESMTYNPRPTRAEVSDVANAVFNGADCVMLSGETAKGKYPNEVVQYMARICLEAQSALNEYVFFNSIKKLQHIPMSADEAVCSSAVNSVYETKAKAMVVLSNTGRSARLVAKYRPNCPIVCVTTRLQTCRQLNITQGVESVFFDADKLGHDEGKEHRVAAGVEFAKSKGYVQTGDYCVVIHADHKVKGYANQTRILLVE
#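 Purified LmPK (0.1 nM) converted ADP (0.1 mM) to ATP with PEP (0.5 mM) in imidazole buffer pH 7.2 with KCl and MgCl2, 1 h at room temperature. ATP was read by Kinase-Glo luminescence; data normalized to uninhibited and no-enzyme controls.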
# TbPYK inhibitor: qHTS of Trypanosoma Brucei Inhibitors. pyruvate kinase (Trypanosoma brucei), Q57TT1. TbPYK enzyme, Kinase-Glo Plus ATP luminescence, 45 min. Potency, µM (doses to about 76.8 µM), without a hit: at the top dose activity, negative = inhibition, hits mostly inhibitors. actives 0.12% (n = 410,000). AID 624173, 2012; further: potency means the concentration at half of the fitted maximal effect; on the % scale 0 is the no-effect control and ±100 the full control effect; nearly all actives have a fitted effect of over 50% in size
#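 Luminescence from Kinase-Glo Plus, added after a 45-minute room-temperature reaction, served as the end-point read-out. The enzyme and substrate were preincubated with compound before ADP (130 uM final) initiated turnover. Concentration-effect curves came from normalized qHTS data.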
# Pf growth 48h: Primary qHTS for delayed death inhibitors of the malarial parasite plastid, 48 hour incubation. P. falciparum luciferase growth in erythrocytes, 48 h. Potency, µM (series often up to 28.7 µM), for inactives: at the top dose activity change, negative = inhibition, most hits filed as inhibitors. actives 5.9% (n = 310,000); further: potency means the concentration at half of the fitted maximal effect; on the % scale 0 is the no-effect control and ±100 the full control effect
#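 Cell-based growth assay: transgenic P. falciparum expressing firefly luciferase, cultured in red cells within RPMI 1640 containing 0.5% w/v Albumax, 24 mM bicarbonate and gentamycin. A drop in luciferase activity indicates inhibition.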
# Starred values were filed as active, the others as inactive; u = inconclusive; x = not tested or not shown; & = joins results of further samples; [ ] = dose if it differs, or a comment. Unless noted, the call rests on the fitted dose curve; in most records, active means well fitted curve in the direction sought with a large enough effect; inconclusive means small, poorly fitted or top-dose-only effect, or another doubt; inactive means no such curve, though single readings can be large; an effect the other way counts as inactive or inconclusive. No enrichment for hits. About 24% of those tested had a hit in this group.
1	COC(=O)c1cc2ccsc2n1CC(=O)N(C)C1CCCCC1
2	CCOc1ccc(NS(=O)(=O)c2c(C)nc3sc(CC)nn3c2=O)cc1
3	COc1ccc(NC(=O)CSc2nc3ccccc3c(=O)[nH]2)cc1S(N)(=O)=O
4	COc1ccc(CCNCc2ccc(OC)c(OC)c2OC)cc1
5	COc1ccc(-c2nc(NC(=O)C3CC(=O)N(c4ccc5c(c4)OCCO5)C3)sc2C)cc1 (stereo unspecified)
6	CSCc1cc(N2CCOCC2)nc(SCc2ccc(Cl)c(Cl)c2)n1
7	Cc1ccccc1Cc1ccc(Cl)nn1
8	N#Cc1ccccc1S(=O)(=O)c1ccccc1C(=O)Nc1ccccc1
9	CCOC(=O)c1[nH]c2ccc(F)cc2c1NC(=O)C1=COCCO1
10	O=C(COc1ccc(S(=O)(=O)NC2CCCCC2)cc1Cl)Nc1ccc2c(c1)OCO2

Assay by compound	1	2	3	4	5	6	7	8	9	10
CHX counter	5	1	x	13	28*	8	0	-1	9	-2
HCV inh	-16%	-13%	-2%	-2%	u	u	0%	u	u	u
Pf growth 96h	x	29%	-25%	0%	u	u	-10%	12%	x	10µM*
Shiga inhibitor	-10	9	x	-14	41	24	-2	-2	-24	7
LmPK inh	-3%	-1%	x	-1%	3%	2%	2%	1%	-1%	-4%
TbPYK inhibitor	-21%	-11%&-2%	5%	3%	-19%	1%	6%	-6%	-16%	-8%
Pf growth 48h	6%	3%	-15%	x	31%[activator]	u	10µM*	2%	6%	x

11	COc1ccc(Cl)cc1NC(=O)c1ccc2c(SCC(=O)O)c3c(nc2c1)CCCC3
12	Cc1cc(=O)oc2cc(OC(C)C(=O)O)c(Cl)cc12 (stereo unspecified)
13	CCCCCCCNC(=O)C1(CC2CC(c3cccc(Br)c3)=NO2)CCN(C(=O)C2(C)CC2)CC1 (stereo unspecified)
14	CC(C)C(=O)Nc1ccc(C(=O)NNC(=O)CCc2ccccc2)cc1
15	O=C1C(Cl)=C(N2CCOCC2)C(=O)N1CCc1ccccc1
16	CC(C)c1nc2n[nH]c(N)c2c2c1CCC2
17	Cc1nn(Cc2ccc(Cl)cc2Cl)c(Cl)c1C(=O)NC1CCCc2ccccc21 (stereo unspecified)
18	COc1ccc(/C=N/OCC(=O)NCC(C)C)c(OC)c1
19	Cc1ccccc1N1CCN(c2ncnc3c2cnn3Cc2ccc(Cl)cc2)CC1
20	CC(C)C[C@H](NC(=O)C1CCN(C(=O)[C@H](Cc2ccccc2)NC(=O)OC(C)(C)C)CC1)C(=O)O

Assay by compound	11	12	13	14	15	16	17	18	19	20
CHX counter	6	1	x	-2	47*	1	-4	-1	-1	-1
HCV inh	-24%	9%	-3%	33%[activator]	25%	-20%	0%	-11%	u	12%
Pf growth 96h	u	1%	u	27%	u	26%	-11%	u	18%	5%
Shiga inhibitor	-13	8	x	-6	133*	-6	-10	-4	-1	-4
LmPK inh	-8%	-7%	x	3%	-1%	2%	-4%	-1%	8%	1%
TbPYK inhibitor	4%	-5%	-10%	-11%	-6%	1%	2%	0%	-7%	1%
Pf growth 48h	u	10%	u	6%	106%[activator]	2%	u	-3%	u	-12%

21	CCOc1ccc(CC(=O)NC2CC(C)(C)N(C)C(C)(C)C2)cc1OCC
22	COc1ccc(Cl)cc1C(=O)NNC(=S)NC1CCCC1
23	Cc1cc(N2CCN(c3ccccc3)CC2)nc(N2CCOCC2)n1
24	CCOC(=O)C1(C)NC(c2ccc(OC)cc2OC)C2C(=O)N(CC)C(=O)C21 (stereo unspecified)
25	CC(C)Cc1ccc(CN2CCCC(NC(=O)c3nn(C)c(=O)c4ccccc34)C2)cc1 (stereo unspecified)
26	Cc1ccsc1/C=N/n1c(-c2ccco2)n[nH]c1=S
27	CC(=O)c1cccc(N(C(=O)Cn2nnc3ccccc32)C(C(=O)NCC2CCCO2)c2ccc(N3CCOCC3)cc2)c1 (stereo unspecified)
28	O=C(Cc1c(O)c2ccccc2[nH]c1=O)NCc1ccccc1
29	COC(=O)CC1COc2ccccc2N1C(=O)c1cc(OC)c(OC)c(OC)c1 (stereo unspecified)
30	COc1ccc(/C=C(\C#N)C(=O)NC(C)c2ccccc2)cc1O (stereo unspecified)

Assay by compound	21	22	23	24	25	26	27	28	29	30
CHX counter	x	2	-2	-5	-2	2	-3	-3	-1	13*
HCV inh	-11%	4%	-28%	0%	u	-5%	9%	-4%	11%	0%
Pf growth 96h	-13%	35%[activator]	-12%	42%[activator]	10%	6%	17%	3%	u	-4%
Shiga inhibitor	x	-7	-8	-2	-11	35	2	-14	27	17
LmPK inh	x	1%	-2%	-3%	-3%	-24%	0%	-3%	2%	3%
TbPYK inhibitor	3%	-31%	-4%	-18%	-12%	13%	-3%	-10%	3%	-2%
Pf growth 48h	-16%	-17%	-20%	29%	-18%	21%	18%	10%	-14%	u

31	C/C(=N\NC(=O)c1ccc(C)cc1)c1c(C)[nH]n(-c2ccccc2)c1=O
32	Cc1cc(C(=O)C(C)Sc2cccc[n+]2[O-])c(C)n1-c1ccc(Cl)cc1 (stereo unspecified)
33	Cc1c(-c2ccco2)[n+](=O)c2c(n1[O-])CCC2
34	Cc1nc(C)c(-c2nnc(-c3ccccc3Cl)o2)cc1C(=O)NN
35	COc1ccc(OC)c(NC(=O)NCc2cccnc2)c1
36	CC(=O)Nc1ccc(NC(=O)CSc2nnc3c4ccccc4n(C)c3n2)cc1
37	CCOC(=O)/C=C1/N(C)c2ccccc2C1(C)C
38	Cn1c(CSc2ncccn2)nnc1SCC(=O)N1CCCCC1
39	COc1ccc(NC(=O)CCC(=O)c2cccs2)cc1Cl
40	COc1cc2c(cc1OC)C1=NC(=O)CN1C(SCc1ccccc1C)=N2

Assay by compound	31	32	33	34	35	36	37	38	39	40
CHX counter	30*	10*	4	-3	-3	-1	-1	-2	9.5*	-3
HCV inh	2%	4.5µM*	4%	-14%	15%	-2%	10%	x	0%	u
Pf growth 96h	15µM*	12µM*	15µM*	u	u	-4%	38%[activator]	u	44%[activator]	12µM*
Shiga inhibitor	99	10	2	4	17	-3	-8	4	11	-6
LmPK inh	4%	9%	-4%	-4%	-5%	7%	-2%	-6%	4%	3%
TbPYK inhibitor	1%	-5%	8%	0%	0%	4%	0%	u	4%	x
Pf growth 48h	-4%	-5%	18%	u	11%	8%	76%[activator]	18%	52%[activator]	u

41	CCCCCCNc1cc(C)oc(=O)c1C(C)=O
42	CN=c1scc(-c2cccs2)n1/N=C/c1ccc(O)c(O)c1O
43	O=C(NCCc1ccccc1)c1cc(=O)c2ccccc2o1
44	CCCCC(=O)Nc1cnc(NC(=O)c2cccs2)cc1C
45	COc1ccc(S(=O)(=O)CCC(=O)O)cc1
46	COc1ccc(NC(=O)C2C3C=CC(C3)C2C(=O)NCc2ccco2)cc1 (stereo unspecified)
47	CN(Cc1nc2ccccc2c(=O)[nH]1)C(=O)c1cccc(S(=O)(=O)N2CCCCCC2)c1
48	O=C(NCCOc1ccccc1F)c1cc(F)c(F)cc1Cl
49	COc1ccc(Cn2nnnc2C(c2cccs2)N2CCCCCC2)cc1 (stereo unspecified)
50	CCN(CC(=O)NCc1ccc(F)cc1)Cc1nc2cc(Cl)ccc2c(=O)[nH]1

Assay by compound	41	42	43	44	45	46	47	48	49	50
CHX counter	7	-5	23	31*	-1	0	x	36*	0	8
HCV inh	-28%	-14%	0%	6%	10%	9%	-17%	11%	u	7%
Pf growth 96h	-25%	u	u	9%	u	x	u	1%	u	x
Shiga inhibitor	26	-12	28	x	-9	35	x	86*	-7	10
LmPK inh	-5%	u	-4%	1%	5%	-3%	x	7%	6%	0%
TbPYK inhibitor	9%	u	0%	1%	1%	-5%	-1%	-4%	-16%	2%
Pf growth 48h	u	u	25%	95%[activator]	u	6%	u	247%[activator]	u	u

# Exported with bars between the fields: two of the compounds above.
entry | Molecule | CHX counter | HCV inh | Pf growth 96h | Shiga inhibitor | LmPK inh | TbPYK inhibitor | Pf growth 48h
46 | COc1ccc(NC(=O)C2C3C=CC(C3)C2C(=O)NCc2ccco2)cc1 (stereo unspecified) | 0 | 9% | x | 35 | -3% | -5% | 6%
47 | CN(Cc1nc2ccccc2c(=O)[nH]1)C(=O)c1cccc(S(=O)(=O)N2CCCCCC2)c1 | x | -17% | u | x | x | -1% | u

# (next part)
51	O=C(NCCCN1CCOCC1)c1ccc2c(c1)N(Cc1cccc(Cl)c1)C(=O)CS2
52	O=C(NCCCCc1ccccc1)C1CC(c2ccccc2C(F)(F)F)=NO1 (stereo unspecified)
53	O=C1C(=O)c2ccc(-c3ccccc3)cc2-c2ccccc21
54	CCCOC(=O)c1ccc(Oc2c(-c3ccc(OCC)cc3O)n[nH]c2C)cc1
55	CN1CCN(C(=S)NC(=O)c2ccccc2Cl)CC1
56	O=C(CC1C(=O)NCCN1CC(c1ccccc1)c1ccccc1)NC1CC1 (stereo unspecified)
57	CN(C)c1ccc(N=c2sc3ccccc3n2C)cc1
58	Fc1cccc(F)c1/C=C/c1ccc2ccccc2n1
59	COC(=O)c1ccc(NC(=S)NNC(=O)CC(C)C)cc1
60	CC(=O)n1c(C=Nc2ccccc2)c(O)c2ccccc21
61	NS(=O)(=O)c1ccc(CNC(=O)NC2(c3ccccc3)CC2)cc1

Assay by compound	51	52	53	54	55	56	57	58	59	60	61
CHX counter	-7	-3	-1	7	1	-1	54*	24*	13	34*	-4
HCV inh	-8%	u	4.5µM*	u	19%	11%	-4%	-8%	13%	13%	-2%
Pf growth 96h	-16%	45%[activator]	3.7µM*	-8%	-22%	21%	u	126%[activator]	13%	u	-4%
Shiga inhibitor	-13	12	11	-18	-6	-5	89*	54*	3	49*	-6
LmPK inh	2%	1%	9%	0%	3%	1%	9%	8.9µM*	4%	1%	1%
TbPYK inhibitor	-5%	-3%	4%	5%	-7%	0%	u	u	u	9%	-6%
Pf growth 48h	u	43%[activator]	10µM*	5.2µM*	0%	u	x	88%[activator]	7%	16%	x

# Profiles, looked up by structure. Values in the order: CHX counter	HCV inh	Pf growth 96h	Shiga inhibitor	LmPK inh	TbPYK inhibitor	Pf growth 48h
# Record of CN1CCN(C(=S)NC(=O)c2ccccc2Cl)CC1 = 1	19%	-22%	-6	3%	-7%	0%
# Record of NS(=O)(=O)c1ccc(CNC(=O)NC2(c3ccccc3)CC2)cc1 = -4	-2%	-4%	-6	1%	-6%	x
# Record of Fc1cccc(F)c1/C=C/c1ccc2ccccc2n1 = 24*	-8%	126%[activator]	54*	8.9µM*	u	88%[activator]
